Assay outcomes from PubChem.
mcGAS MS inh: inhibitors of Mus musculus cyclic GMP-AMP synthase, initial high-throughput assay, cell-free, RapidFire MS. recombinant mouse cGAS, cGAMP by RapidFire MS. Q8C6L5. inhibition, % at 12.5 µM. 130,000 compounds, 0.18% hits. AID 1259397, 2018;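 active = inhibition of cGAS enzyme activity at or above 60%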;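 also: enzyme stimulated by 45 bp dsDNA with ATP and GTP substrates; cGAMP share of summed cGAMP plus half ATP and half GTP signals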
Target sequence (Q8C6L5 whole entry, looked up): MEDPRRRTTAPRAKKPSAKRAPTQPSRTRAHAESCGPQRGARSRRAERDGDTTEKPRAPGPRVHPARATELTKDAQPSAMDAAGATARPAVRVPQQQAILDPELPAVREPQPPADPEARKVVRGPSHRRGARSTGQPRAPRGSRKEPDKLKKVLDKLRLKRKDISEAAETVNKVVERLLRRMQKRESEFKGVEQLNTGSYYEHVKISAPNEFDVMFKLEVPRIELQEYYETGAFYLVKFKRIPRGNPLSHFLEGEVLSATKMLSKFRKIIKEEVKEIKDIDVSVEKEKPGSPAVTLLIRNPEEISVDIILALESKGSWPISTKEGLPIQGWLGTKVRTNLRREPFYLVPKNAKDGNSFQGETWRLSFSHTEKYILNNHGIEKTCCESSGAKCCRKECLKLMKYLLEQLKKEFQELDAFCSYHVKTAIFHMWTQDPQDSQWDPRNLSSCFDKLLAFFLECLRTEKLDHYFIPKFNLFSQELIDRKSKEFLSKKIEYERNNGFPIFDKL
Starred values were filed as active, the others as inactive; & = joins results of further samples.

mcGAS MS inh | canonical_smiles
-9.6 | Cc1cc(F)ccc1-n1cc(O)c(C(=O)NCCc2cscn2)n1
-5.6 | COc1coc(C(=O)Nc2ccc(C(C)C)cc2)cc1=O
-3.6 | CCOC(=O)C1C(c2cc(OC)c(OC)c(OC)c2)NC(=O)N(C)C1(O)C(F)(F)F (configuration not stated)
-0.2 | CC(=O)N(C)c1ccccc1NCc1csc(C(C)C)n1
1.9 | O=C1c2ccccc2S(=O)(=O)N1Cc1cc(Cl)c2c(c1)OCO2
-10.4 | N#CCCN1CCN(C(=S)c2ccc(-c3ccccc3Cl)o2)CC1
3.3 | CC(Cn1cccn1)n1ccnc1-c1ccc2cccc(F)c2n1 (configuration not stated)
5.4 | COc1ccccc1CNC(=O)CSc1ccc(NC(C)=O)nn1
-8.4 | O=C(NCc1ccco1)C(C1CCCC1)N1CCN(C(=O)c2cccc([N+](=O)[O-])c2)CC1 (configuration not stated)
-1.7 | CN(Cc1cnn(C)c1)C(=O)Nc1ccc(C(C)(C)C(N)=O)cc1
-5.0 | CN1CCCCCC1C(=O)N1CCC(N2CCC(C(=O)NCc3ccccn3)CC2)CC1 (configuration not stated)
5.4 | Cc1csc(NC(=O)C2(c3ccccc3F)CCCC2)n1
-4.8 | O=C(NN=C1CC2CC=CC12)c1ccc(Br)cc1 (configuration not stated)
1.1 | CNc1nc(C(=O)NC2CCCCC2C)cs1 (configuration not stated)
-3.1 | CC(C)CC(C#N)NC(=O)C1CC(=O)N(CCN2CCOCC2)C1 (configuration not stated)
-6.8 | CCN(CC1CCCN(CCc2cccc(OC)c2)C1)C(=O)Cc1nonc1C (configuration not stated)
-4.2 | Cc1ccc(/C=C\S(=O)(=O)NCCn2ncccc2=O)cc1
-1.5 | Brc1ccc(C2=Nc3nnnn3C(c3cccc(Br)c3)C2)cc1 (configuration not stated)
-9.8 | CN(C)C(=O)C1CCCN1CCCNC(=O)/C=C/c1cscn1 (configuration not stated)
-32.9 | CCOC(=O)C(N)Cc1cc(Cl)cc(Cl)c1 (configuration not stated)
6.2 | CCCn1[nH]nnc1=S
-5.5 | C=c1occc1=C1N=C(c2ccc(NC(=O)c3ccc(Br)o3)cc2)NO1
-0.3 | CCc1nc(-c2nccn2C2CCCc3sc(C)nc32)c(C)[nH]1 (configuration not stated)
5.1 | OCc1nnc2c3ccccc3c(-c3ccc(Cl)cc3)nn12
-1.8 | CCOC(=O)N1CCN(CC(=O)NC(C)(C#N)C2CC2)CC1 (configuration not stated)
-41.0 | O=C(NCc1ccco1)C1CCN(C(=O)c2cn(-c3ccccc3)nn2)CC1
-4.3 | CC(C)CCN(CCC(C)C)S(=O)(=O)Nc1ccn(C)n1
5.3 | Brc1ccc(NCC2CCCO2)cc1 (configuration not stated)
-0.4 | Cc1nc(CN2CCN(C(=O)c3cc4c(C)nn(-c5cccc(Cl)c5)c4s3)CC2)cs1
1.2 | CN1CCC(N(C)CCN(C)S(=O)(=O)c2cccc(Br)c2)CC1

Reformatted: entries from further up
CC(=O)N(C)c1ccccc1NCc1csc(C(C)C)n1
  mcGAS MS inh: -0.2
O=C1c2ccccc2S(=O)(=O)N1Cc1cc(Cl)c2c(c1)OCO2
  mcGAS MS inh: 1.9
N#CCCN1CCN(C(=S)c2ccc(-c3ccccc3Cl)o2)CC1
  mcGAS MS inh: -10.4
CC(Cn1cccn1)n1ccnc1-c1ccc2cccc(F)c2n1 (configuration not stated)
  mcGAS MS inh: 3.3

The list continues.
mcGAS MS inh | canonical_smiles
-31.1 | O=C1NCC2(CCCN(C(=O)CCNC(=O)c3ccc(F)cc3)C2)O1 (configuration not stated)
-9.9 | COc1ncc(-c2c(-c3ccccc3)ncn2Cc2c(C)n[nH]c2C)cn1
0.7 | COC(=O)CNc1ccc(OC)cc1C(=O)OC
-24.0 | Cc1cccc2ncc(C(=O)N3CCC4(CCNC(=O)CC4)CC3)c(=O)n12
0.2 | CCC(Nc1nccc(-c2ccc(C)nc2C)n1)c1cn2cccnc2n1 (configuration not stated)
3.1 | CCCC1(NC(=O)Cc2c(C)nc(N)nc2C)CC1
-18.2 | CN(Cc1cc(-c2ccccc2)no1)Cc1cccnc1N
8.0 | O=S(=O)(c1ccc(C2=NNC(=NC3CCCC3)SC2)cc1)N1CCCCC1
-16.8 | O=S(=O)(Nc1ccccc1-c1n[nH]c2c1CCC2)c1ccc2c(c1)CCO2
-7.6 | COc1ccccc1C(C)N(C)C(=O)c1ncc[nH]1 (configuration not stated)
-5.5 | CC(=O)Nc1ccc(C2=NOC(C)C(=O)N2Cc2cccc(C#N)c2)cc1 (configuration not stated)
-20.4 | CCC(=O)c1ccc(Oc2cnn(-c3ccccc3)c(=O)c2Cl)cc1
-9.3 | CC(CCn1cccn1)Nc1nncc(-c2ccc3ccccc3c2)n1 (configuration not stated)
-5.9 | CN1C[C@@H](NC(=O)COc2ccccc2)C[C@H]1C(=O)N[C@H]1CCCCNC1=O
0.7 | N#CCOC(=O)c1cccc2ccccc12
-1.2 | O=C1CCCN1CCCn1c(-c2ccco2)csc1=Nc1ccc(F)cc1
-35.7 | Cc1ncsc1CCN(C)C(=O)c1cc2n(n1)CCCN(C)C2
2.4 | CCCCS(=O)(=O)/C=C/C=C/S(=O)(=O)CCCC
-7.5 | COc1ccc(Br)cc1CS(=O)(=O)c1ncc[nH]1
-4.3 | CCC(C(=O)N(C)Cc1ccc(C)o1)n1cccc1 (configuration not stated)
2.2 | CCCC1CC(CSc2ncn[nH]2)OC1=O (configuration not stated)
0.2 | C=CCc1c(C)nc2c(-c3ccc(Cl)cc3)c(CC)[nH]n2c1=O
-9.1 | C=CCSc1nc2c(c(=O)[nH]1)C(c1cccs1)C(C(=O)OC)=C(C)N2 (configuration not stated)
-1.5 | Cc1ccc(-c2[nH]ncc2CNCc2cccc(N(C)C)c2)o1
-9.0 | OCc1cc(-c2cccc(CN3CCOCC3)c2)ccn1
-1.9 | Cc1ccc(S(=O)(=O)N=c2ccc(Cl)cn2C(F)F)cc1
-14.1 | O=C1C2CNC3(C(=O)Nc4ccccc43)C2C(=O)N1C1CCCCC1 (configuration not stated)
-8.6 | CC(C)(C)OC(=O)NC(CC(N)=O)C(=O)O (configuration not stated)
0.8 | CC(C)CCn1c(=O)c2c(nc3oc(-c4ccccc4)cn32)n(C)c1=O
-24.6 | CCc1noc(CN(CC)C(=O)C(C)Oc2cc(C)ccc2C)n1 (configuration not stated)
-2.6 | CN=c1nc(-c2ccccc2)n(-c2ccc(C)cc2)s1
1.9 | O=C1CC(NCc2ccc(C#CCO)s2)CN1C1Cc2ccccc2C1 (configuration not stated)
-2.8 | CCONC(=O)c1cccc(CSC)c1
-9.6 | Cn1cnnc1-c1ccccc1NC(=O)c1cccc(OC(F)F)c1
-26.2 | O=S(=O)(c1ccccc1)C1(S(=O)(=O)c2ccccc2)CCCC1
-0.3 | COC(=O)c1cc2n(n1)CCN(C(=O)c1cccc(-c3cn[nH]c3)c1)C2
-10.4 | O=c1c2c(-c3ccc(Cl)cc3)n3ncnc3nc2ccn1CCCO
-1.5 | O=C(c1noc2c1CCCC2)N1CCC(CO)(Cc2ccccc2Cl)CC1
-41.6 | CC(=O)N[C@H]1C[C@@H](CCn2nc(C)cc2C)O[C@@H](CCc2ccccc2)C1
0.0 | Cc1noc(COCC(=O)N2CC(C)C(N(C)C)C2)n1 (configuration not stated)
-4.2 | CCCNC(=O)C1(C)CCCN(Cc2ccsc2)C1 (configuration not stated)
8.2 | O=c1ccc(-c2ccc(Cl)cc2)nn1CCCNS(=O)(=O)c1cccnc1
-8.8 | Cc1cn2c3c(=O)n(CCN4CCCCC4)c(=O)n(C)c3nc2n1-c1ccccc1
-19.8 | COc1cccc(N2CCN(c3cc(CCN)nc(C)n3)CC2(C)C)c1
-10.9 | N#CC(NC(=O)C1CC1c1ccc(Cl)cc1)C1CCOC1 (configuration not stated)
12.6 | C#CCOc1cccc(NC(=O)CSC2CCS(=O)(=O)C2)c1 (configuration not stated)
-1.9 | CCOc1c(CC)cnc2c1c(=O)n(CC(=O)NC(C)(C)C)c(=O)n2C
2.7 | Cc1ccc(C)c(C(=O)Cn2cc(Br)ccc2=O)c1
-8.5 | CN(Cc1ccccc1)c1onc(-c2ccccc2)c1CNCC1CCCO1 (configuration not stated)
1.9 | O=C(c1cc(=O)c(OCc2ccc(F)cc2)co1)N1CCc2ccccc21
-6.5 | COc1cccc(COc2c[nH]c(C(=O)Nc3ccc(C)cc3)cc2=O)c1
3.0 | C=CCN(Cc1ccccn1)C(=O)C1CNCCO1 (configuration not stated)
-9.8 | O=C(Cc1ccccc1Cl)N1CCN(c2cc(-c3cccnc3)[nH]n2)CC1
0.5 | Cc1cc(N2CCSCC2)ccc1NC(C)C(=O)N1CCOCC1 (configuration not stated)
3.8 | COc1ccc(NC(=O)NCCS(=O)(=O)c2c(C)n(C)c3ccccc23)cc1OC
-10.3 | O=C(c1ccc2c(c1)OCO2)N1CCN(c2ccc(F)cc2)CC1
-10.5 | CC(=O)Nc1nc(CN(C)Cc2ccccc2)cs1
-6.8 | CCCCn1c(N)c(N(C(=O)c2ccc(=O)n(C)n2)C2CCCC2)c(=O)[nH]c1=O
-6.7 | CCCC/C(C)=N/NC(=O)CNS(=O)(=O)c1ccc([N+](=O)[O-])cc1
-38.7 | CCc1cc(=O)n2nc(N3CCCCC3c3cn[nH]c3)sc2n1 (configuration not stated)

Sorted by count of non-hydrogen atoms (high to low): some entries from above
mcGAS MS inh | canonical_smiles
-6.5 | COc1cccc(COc2c[nH]c(C(=O)Nc3ccc(C)cc3)cc2=O)c1
-10.4 | O=c1c2c(-c3ccc(Cl)cc3)n3ncnc3nc2ccn1CCCO
-10.3 | O=C(c1ccc2c(c1)OCO2)N1CCN(c2ccc(F)cc2)CC1

(cont.)
mcGAS MS inh | canonical_smiles
-6.1 | CC(=O)N[C@H]1C[C@@H](c2cnc(-c3ccccc3C)s2)O[C@@H](C(C)C)C1
-7.5 | Cc1ncoc1C(=O)N(C)CC1CCN(CCc2ccc(F)cc2)CC1
-8.1 | CN1CCCc2cc(CNc3nc4c(cnn4C)c(=O)[nH]3)ccc21
1.0 | COc1cccc(C2c3c(n[nH]c3-c3cccc([N+](=O)[O-])c3)OC(=N)C2C#N)c1 (configuration not stated)
-2.8 | O=C(O)COc1ccc(OCCNC[C@H](O)COc2ccccc2)cc1
4.8 | O=[N+]([O-])c1ccccc1C1c2cccn2CCCN1Cc1cc(Cl)ccc1O (configuration not stated)
-5.8 | O=C1CCCN1Cc1cccc(C(=O)N(CC(F)(F)F)C2CCCOC2)c1 (configuration not stated)
-14.3 | O=C(c1cccnc1)c1ccc(Cl)cc1Cl
-5.7 | COc1ccc(CNC(=O)CCC2CCCN(C(=O)c3ccsc3)C2)c(OC)c1 (configuration not stated)
7.9 | NC(=O)C1CC2CCCCC2N1c1nc2ccccc2s1 (configuration not stated)
-8.3 | CCOc1cc(/C=N\n2c(=O)c(C(C)(C)C)nn3cnnc23)ccc1O
2.1 | CN(C)S(=O)(=O)c1ccc(F)c(C(=O)OCC(=O)C(C)(C)C)c1
-1.5 | O=C(Cn1cnc2sccc2c1=O)NCCc1ccc(Cl)cc1
-6.9 | Cc1ccc(Cn2c(Cn3ccnc3)nc3ccccc3c2=O)cc1
7.8 | O=c1c(Sc2ccc(Cl)cc2)c(O)c2c(n1-c1ccccc1)CCCC2
0.8 | O=c1[nH]cnc2c(Br)cccc12
-29.2 | COc1ccc(OCc2nc(-c3ccc(Br)o3)no2)cc1
-5.9 | OCCCOC1CCN(c2ccc3ccc(F)cc3n2)CC1
-4.6 | COc1ccc(NC(=O)c2ccno2)cc1N1CCCCC1=O
-12.1 | Cc1ccc(N2CC(C(=O)NCCc3ccccn3)CC2=O)cc1 (configuration not stated)
-3.1 | CC1NC(=S)N(c2ccc(C(C)C)cc2)C1=O (configuration not stated)
3.9 | Cc1nnc(SCC(=O)Nc2cc(-c3ccc(Cl)cc3)nn2C)n1C
-13.5 | CC(C)c1csc(CN2CCCC(CCNS(C)(=O)=O)C2)n1 (configuration not stated)
-7.6 | CC(=NNc1nc(C)cc(C)n1)c1cc2c(ccc3ccccc32)o1
-5.9 | NC(=O)CSc1cn(CCNC(=O)c2ccc(Cl)cc2Cl)c2ccccc12
-11.1 | Cc1ccc(-c2ccnc(-c3ccc(N)nc3)n2)c(C)n1
-5.3&-3.3 | NCc1ccc(Cn2cncn2)cc1
-20.1 | N#C/C(=C/c1ccc(N2CCCCC2)o1)c1cccc(F)c1
-1.7 | CC1=Nc2ccccc2N=C(C)C1
-2.9 | COc1cc(NC(=O)c2cnccn2)c(OC)cc1Cl
-8.2 | CN(C(=O)CCN(C)S(C)(=O)=O)C1Cc2ccccc2C1
-4.4 | O=C(CCc1c(F)cccc1F)N(CCO)C1CC1
-8.4 | Cc1cc(=O)c(C(=O)NC2CCOc3ccccc32)nn1-c1ccccc1 (configuration not stated)
-14.5 | Cc1nc(CCNC(=O)CC2COCCN2)sc1C (configuration not stated)
-2.4 | CCN(CC(C)(C)O)C(=O)COc1ccc(C)cc1OC
-5.1 | COc1cc(S(=O)(=O)NCCCn2ccnc2)ccc1Br
-29.2 | COc1ccc(C2(C(=O)N(C)Cc3cnn(C)c3C)CCCC2)cc1
-10.4 | Cc1cc(C)n2nc(CC(=O)NC3CCN(Cc4ccccc4)C3)nc2n1 (configuration not stated)
-23.4 | CCn1nc(C(=O)N2CCCC(O)(CO)C2)cc1C (configuration not stated)
-7.5 | COC(=O)c1ccc(Cn2c(C)c(C(=O)NCc3ccc(C#N)cc3)sc2=O)o1
-0.9 | CC(C)(Oc1ccc2c(c1)CCCC2=O)C(=O)N1CCC(C(=O)N2CCOCC2)CC1

In the list so far, these contain a COOH group.
mcGAS MS inh | canonical_smiles
-8.6 | CC(C)(C)OC(=O)NC(CC(N)=O)C(=O)O (configuration not stated)
-2.8 | O=C(O)COc1ccc(OCCNC[C@H](O)COc2ccccc2)cc1

This is a subset; count on the stated rates, not on these rows.
